RAD54 branch: blocks human RAD54 Holliday junction branch migration; inhibition, % at 10.4 µM; 360,000 compounds, 0.14% hits; FAM/BHQ fluorescence; Q92698;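 active = mean normalized replicate activity at least 40 and at least half of replicates scoring 40 or more; inconclusive = only one of the two criteria met; inactive = mean below 40 and under half of replicates reaching 40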;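 note: 0% = median of neutral control wells and 100% = median of positive control wells; inhibitors cause a drop in the FAM fluorescence signal; in these data hits start at about 50%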
DENV2 CPE rescue: DENV2-induced cell death inhibition; DENV2-infected cells, cytopathic effect rescue, plate reader; CPE inhibition, % at 9.99 µM; 350,000 compounds, 1.7% hits; AID 651640; in the data active = CPE inhibition above about 20%, passing the limit was not always enough; inconclusive = no clear call, values can overlap the other calls; tested in BHK-21 cells;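 note: 0% = median of neutral control wells and 100% = median of positive control wells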
Casp6 inh: caspase-6 (human) enzyme inhibition; P55212; purified caspase-6, Z-VEID-R110 cleavage fluorescence; inhibition, % at 12.5 µM; 350,000 compounds, 0.53% hits; AID 686996;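 active = mean inhibition across replicates at least about 35%, with every replicate also reaching that limit, limit read from the data; inconclusive = only one of the two criteria met; inactive = neither criterion met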;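 note: 0% = median of neutral control wells and 100% = no fluorescence left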
CFTR F508del cor: correctors of CFTR F508del function in bronchial epithelial cells; CFBE cells, YFP halide quenching; stimulated with forskolin plus potentiator P3; % fluorescence drop versus neutral controls; activity (quench increase), % at 7.58 µM; 350,000 compounds, 0.36% hits; AID 720511;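 active = mean added fluorescence quench of at least 8% versus neutral control, with both replicates also reaching 8%; inconclusive = only one of the mean or replicate conditions met; inactive = mean below 8% and not both replicates reaching 8%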;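 note: cells transiently co-express mutant CFTR-F508del with the halide-sensitive YFP; corrector assay measuring rescue of mutant channel to the surface after 24 h compound exposure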
E-selectin induc: induces E-selectin expression in human endothelial cells; HUVEC E-selectin immunofluorescence imaging; normalized: neutral wells 0, TNF-alpha wells 100; activation, % at 7.58 µM; 260,000 compounds, 0.37% hits; AID 686992;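 active = mean E-selectin-positive cell signal at least 10% of the positive control, reached in at least 60% of replicates, without over 20% cell loss; inconclusive = no rule given, readout overlaps actives, possibly toxicity-flagged; inactive = the rest, including those meeting only one limit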;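 note: in these data hits start at about 27%; measured in HUVEC primary endothelial cells; signal is the percent of cells scored E-selectin positive by PE staining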
Target sequence (P16581 whole entry, looked up): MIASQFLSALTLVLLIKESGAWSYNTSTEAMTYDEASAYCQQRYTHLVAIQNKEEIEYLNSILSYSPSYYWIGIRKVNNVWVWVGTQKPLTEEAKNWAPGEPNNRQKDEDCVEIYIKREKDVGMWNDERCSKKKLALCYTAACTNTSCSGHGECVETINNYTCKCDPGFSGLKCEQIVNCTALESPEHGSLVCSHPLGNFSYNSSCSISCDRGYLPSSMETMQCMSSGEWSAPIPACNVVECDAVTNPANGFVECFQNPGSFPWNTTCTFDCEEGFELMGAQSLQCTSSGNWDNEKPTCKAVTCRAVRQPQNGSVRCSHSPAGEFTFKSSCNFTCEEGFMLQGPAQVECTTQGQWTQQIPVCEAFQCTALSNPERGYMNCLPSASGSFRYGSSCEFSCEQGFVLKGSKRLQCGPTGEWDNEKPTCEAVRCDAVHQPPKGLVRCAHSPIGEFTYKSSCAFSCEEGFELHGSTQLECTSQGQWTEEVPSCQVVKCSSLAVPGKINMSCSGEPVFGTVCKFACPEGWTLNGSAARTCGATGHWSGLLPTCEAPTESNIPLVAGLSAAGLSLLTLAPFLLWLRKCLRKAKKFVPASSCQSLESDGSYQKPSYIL
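Assay system: HUVEC, human umbilical vein endothelial cells / Amount: 3,000 HUVEC/well / Controls: TNF-alpha positive control, DMSO neutral control / Compound dosing: single concentration / Medium: EGM-2 over gelatin coat / Evaluation: percent E-selectin-positive cells / Signal: immunofluorescence imaging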
RAD52 anneal inh: blocks human RAD52 DNA annealing; P43351; recombinant RAD52 DNA annealing, FRET fluorescence; inhibition, % at 18.7 µM; 360,000 compounds, 0.46% hits;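 active = every replicate showing at least 50% inhibition; inconclusive = mean inhibition at least 50% but not in every replicate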
Target sequence (P43351 whole entry, looked up): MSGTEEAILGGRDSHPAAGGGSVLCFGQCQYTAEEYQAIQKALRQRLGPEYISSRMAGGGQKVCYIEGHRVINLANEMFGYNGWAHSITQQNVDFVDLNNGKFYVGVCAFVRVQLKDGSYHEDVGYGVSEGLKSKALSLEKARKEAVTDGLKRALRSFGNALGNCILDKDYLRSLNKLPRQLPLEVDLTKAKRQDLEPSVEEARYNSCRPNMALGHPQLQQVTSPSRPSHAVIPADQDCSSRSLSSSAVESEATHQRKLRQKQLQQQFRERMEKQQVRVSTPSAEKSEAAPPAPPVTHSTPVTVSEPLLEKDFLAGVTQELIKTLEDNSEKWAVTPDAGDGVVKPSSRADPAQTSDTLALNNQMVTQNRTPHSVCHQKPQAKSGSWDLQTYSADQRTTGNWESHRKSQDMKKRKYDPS
Xi reactivation: activators of X-chromosome reactivation in mouse fibroblasts; XiGFP mouse fibroblasts, % GFP-positive cells imaging, 3 d; cells co-treated with 5-aza-dC sensitizer; scaled so ellipticine positive control = 100%; activation, % at 7.58 µM; 360,000 compounds, 0.055% hits; AID 743238;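 active = mean normalized replicate activation at least 10% and every replicate at or above 10%; inconclusive = only one of the two criteria met; inactive = mean below 10% and not all replicates reach 10%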;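 note: 0% = median of on-plate neutral control wells and 100% = ellipticine 6 µM median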
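Assay system: SV40-immortalized XiGFP fibroblast cells, line 68-5-11; buffer or medium: DMEM plus 5-aza-dC sensitizer; compound: one concentration, pinned; timing: compounds 3 days, fix/stain 15 min at room temperature; benchmarks: positive control ellipticine, 6 µM final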
GSIS activator: primary screen for activators of insulin secretion dependent on glucose, INS-1E cells, GLuc reporter luminescence. AID 743287. activation, % at 16.6 µM. 370,000 compounds, 0.61% hits. INS-1E GLuc reporter insulin secretion, 2-3 h;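 active = lowest replicate activation of at least 40%, so every replicate reaches that level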;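 note: 0% = median of neutral control wells and 100% = median of IBMX positive control wells; some compounds called inactive have numbers as strong as hits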
Active calls of the source: *; ? = inconclusive; · = no result given.

SMILES	RAD54 branch	DENV2 CPE rescue	Casp6 inh	CFTR F508del cor	E-selectin induc	RAD52 anneal inh	Xi reactivation	GSIS activator
COc1cccc(-c2c(-c3cc(OC)cc(OC)c3)n(C)c3ccc(-c4cnc(N5CCOCC5)nc4)cc23)c1	0.6	-5.8	0.6	1.7	0.1	-10.1	0.0	-1.0
Cc1cccc(N2CCN(C(c3ccncc3)c3nnnn3C(C)(C)C)CC2)c1C (centres undefined)	·	-11.9	1.8	·	0.4	-15.5	0.1	-43.2
CCOC(=O)N1CCC(N2C(=O)c3ccccc3C2Nc2ccccc2)CC1 (centres undefined)	-7.6	-8.6	0.9	0.7	-0.1	-20.3	-0.3	9.7
CN(Cc1cccnc1)C(=O)Cc1ccc(NS(=O)(=O)c2cccc(C(F)(F)F)c2)cc1	0.4	-0.5	-3.9	-0.6	-0.1	-20.7	0.3	-15.7
CN1CCN(C(=O)C[C@@H]2CC[C@H]3[C@H](COc4ccc(NC(=O)C5CCCC5)cc4C(=O)N3C)O2)CC1	·	25.3*	0.3	1.8	0.2	-0.9	0.0	21.9
O=C(CCN1CCCCC1)N[C@H]1CC[C@@H](CCn2cc(-c3ccccc3)nn2)O[C@H]1CO	-14.7	-3.5	0.5	0.7	-0.4	-3.7	0.3	0.5
CCCS(=O)(=O)NC(=O)C1(C)CCN(C(=O)c2c(-c3ccccc3)noc2C)C1 (centres undefined)	-1.6	2.0	-5.1	-2.9	0.0	-14.6	0.2	1.4
Cc1nn(C)cc1NC(=O)C[C@H]1CC[C@H]2[C@H](COc3ccc(NC(=O)C4CCOCC4)cc3C(=O)N2C)O1	7.3	·	·	·	-0.3	·	0.0	10.8
CCCn1nc(C(=O)OCC(=O)Nc2ccc(C(N)=O)cc2)c2ccccc2c1=O	-12.6	-12.2	-2.7	1.8	-0.1	-40.0	0.0	14.5
O=C(CSc1ncccn1)N/N=C/c1ccccc1[N+](=O)[O-]	·	7.1	-1.3	0.5	·	-11.0	0.0	-6.3
COC(=O)C[C@H]1CC[C@@H]2[C@H](COc3ccc(NC(=O)Nc4cc(C)cc(C)c4)cc3C(=O)N2C)O1	-0.4	2.9	0.7	·	0.1	-5.1	0.4	-5.9
Oc1[nH]c(N=C2N=c3ccccc3=N2)c2ccccc12	-5.3	-3.2	0.8	-7.8	2.0	-157.3	1.6	6.7
COc1ncnc2c1ncn2CCCNCC(c1ccccc1)c1ccccc1	-2.3	-4.1	-4.9	2.4	-0.1	-9.2	0.1	-32.8
COc1ccc(CCNC(=O)C2CC(c3ccccc3[N+](=O)[O-])=NO2)cc1 (centres undefined)	0.0	0.3	-3.2	0.6	-0.1	-6.0	0.1	22.7
O=C1NN=C2CCCCCCCCCCC12 (centres undefined)	-1.4	-8.4	-2.3	-3.8	-0.1	-6.8	0.0	·
COc1ccc(C(=O)N(C)C(C)c2nccs2)cc1OC1CCN(C(C)=O)CC1 (centres undefined)	4.1	?	0.6	3.5	0.0	7.7	0.5	7.8
c1ccc(-c2nc(-c3cccnc3)cs2)cc1	6.3	-5.1	-0.4	1.9	·	-9.7	0.0	6.9
CCc1ccccc1S(=O)(=O)Cc1ccc(C(=O)NCc2ccc3c(c2)OCO3)o1	-3.5	-1.7	0.9	2.0	0.2	-39.6	0.2	-7.4
CN(C)S(=O)(=O)n1cc(/C=C(\NC(=O)c2ccccc2)C(=O)NCCCN2CCOCC2)c2ccccc21	·	15.0	-2.7	-3.1	-0.1	-3.7	0.0	-11.3
Cc1cc(C)c(S(=O)(=O)Nc2cccc(/C=C/C(=O)O)c2)c(C)c1	2.9	·	·	·	18.8	·	0.0	3.6
COC(C[C@@H]1O[C@@H]1C(=O)[C@H](C)OCc1ccccc1)OC	-3.8	-7.9	-0.7	-2.3	1.3	3.1	0.6	5.5
COC(=O)C1CCN(C(=O)COC(=O)c2oc3ccccc3c2C)CC1	-7.4	1.5	2.8	1.6	0.1	-13.6	-0.1	14.2
CN(CC(=O)Nc1cccc(F)c1)CC(=O)N1CCc2ccccc21	7.1	0.8	-2.0	1.2	182.0*	-10.3	0.0	-8.6
COc1ccc(NC(=O)N(C)C[C@@H]2OCCCC[C@H](C)Oc3ccc(NS(=O)(=O)c4cccs4)cc3C(=O)N([C@H](C)CO)C[C@H]2C)cc1	3.1	11.6	1.8	-0.5	0.1	-14.6	-1.2	-5.1
COc1cccc(CN2CC(C(=O)NCCOc3cccnc3)CCC2=O)c1 (centres undefined)	-6.4	-6.5	0.0	0.9	·	8.5	0.0	-12.9
O=C(O)CC(CNS(=O)(=O)c1cccc2nsnc12)c1ccccc1 (centres undefined)	-9.5	3.9	1.8	0.4	·	-4.5	0.1	-5.3
C=CCN1C(=O)c2[nH]nc(-c3ccccc3)c2C1c1ccc(C)cc1 (centres undefined)	·	12.5	2.7	2.7	0.2	14.7	0.5	-29.3
O=C(N/N=C/c1cc(O)ccc1[N+](=O)[O-])c1ccc2c(c1)OCCO2	-4.8	-1.0	11.1	0.4	0.0	-8.5	0.0	6.9
O=C1CCCC(=O)N1c1ccc(NCCOCCO)c([N+](=O)[O-])c1	3.2	1.9	2.7	1.0	-0.8	-1.4	-0.1	3.0
COc1ccc(S(=O)(=O)N(C)C[C@@H]2Oc3ccc(NC(=O)Nc4ccccc4)cc3C(=O)N([C@@H](C)CO)C[C@H]2C)cc1	12.3	35.4*	1.3	-1.8	0.4	-7.3	0.1	-5.4
O=C(C1CCCCC1)N1CC(=O)N2[C@H](CO)[C@@H](c3ccc(Br)cc3)[C@H]2C1	·	19.9	5.5	-2.4	0.0	6.8	0.0	2.3
CN(C)C=Nc1nonc1-c1ccc(Cl)cc1	2.7	-1.2	-3.9	-0.5	·	-2.9	0.0	9.3
O=C(NCCc1ccccc1)c1ccc2nc(N3CCOCC3)sc2c1	5.0	2.6	1.7	5.0	-0.4	-5.5	0.1	14.1
COCCN(C(=O)c1cc(-c2ccncc2)nc2ccccc12)c1c(N)n(CC(C)C)c(=O)[nH]c1=O	·	-5.0	-2.2	1.6	-2.3	-19.9	-0.1	6.4
O=C(NCC1COc2ccccc2O1)C1CCN(S(=O)(=O)c2ccc(Cl)cc2)CC1 (centres undefined)	5.0	7.9	1.0	-2.4	·	-8.2	-0.1	-45.5
COc1cccc(NC(=O)N(C)C[C@H]2Oc3ncc(C#Cc4ccccc4)cc3C(=O)N([C@@H](C)CO)C[C@H]2C)c1	-5.1	15.5	-1.1	0.4	0.3	12.8	-0.3	9.4
C[C@@H]1CN([C@H](C)CO)C(=O)c2cc(/C=C/c3ccccc3)cnc2O[C@@H]1CN(C)S(=O)(=O)c1cccs1	-5.3	14.8	-3.6	-2.1	0.0	10.1	-0.3	-11.3
COc1ccccc1NC(=O)N1C[C@H](O)COC[C@@H]2O[C@@H](CC(=O)NCc3ccccc3)CC[C@H]21	-4.4	2.8	1.4	0.6	0.0	-8.3	0.0	14.9
C/C=C/c1ccc([C@H]2[C@@H](CO)N(C(=O)CC)[C@@H]2CNCC2CCCC2)cc1	·	-4.4	-0.1	2.6	0.0	-32.9	0.2	2.1
C[C@@H]1CCCCO[C@H](CN(C)Cc2ccc3c(c2)OCO3)[C@@H](C)CN([C@@H](C)CO)C(=O)c2cc(NS(=O)(=O)c3ccccc3)ccc2O1	-5.3	-3.3	35.5*	0.6	·	26.0	0.1	-30.3
CCC(=O)N1C[C@H](C)[C@H](OC)CN(C)C(=O)c2cc(NC(=O)CC(F)(F)F)ccc2OC[C@@H]1C	·	5.7	-0.5	-0.9	-0.2	-20.8	0.2	11.1
COc1ccc2oc(C(=O)OC/C(O)=C(\C#N)c3nc4ccccc4[nH]3)c(C)c2c1	-7.5	-3.4	0.3	-2.1	2.0	-23.7	0.0	35.5
COc1ccc(C(C(=O)NCc2ccccc2)N(C(=O)c2snc(C(N)=O)c2N)C2CCCC2)cc1O (centres undefined)	-9.5	-5.8	·	-0.9	-0.2	2.9	0.1	-1.1
CCC(C)(C)C1CCC2(CC1)NC(=O)N(CC(=O)NCCc1c[nH]c3ccccc13)C2=O (centres undefined)	0.2	7.6	-0.3	3.5	0.6	-3.8	-0.1	-30.5
CC(C)N(CCC(=O)c1ccc2ccccc2c1)Cc1ccccc1	-11.0	-2.1	-0.7	-3.6	-2.2	2.5	0.7	·
O=C(Cn1c(=O)n(-c2ccc(F)cc2)c(=O)c2sccc21)N1CCCC1	-5.1	-6.4	-0.8	-0.9	·	-8.1	·	10.9
CC(=O)N(C)C[C@H]1Oc2ncc(C#CC3(O)CCCC3)cc2C(=O)N([C@@H](C)CO)C[C@@H]1C	1.8	-10.8	-1.3	-0.8	0.2	9.6	0.0	9.4
Clc1ccc(CN2CCN(c3ncccn3)CC2)c(Cl)c1	-8.1	0.8	-0.8	3.6	0.5	-25.2	0.0	-14.7
N/C(Cc1ccc([N+](=O)[O-])cc1)=N\OC(=O)C1CCCCC1	-9.2	-0.2	0.2	-0.4	·	-7.9	0.1	-6.2
Cc1nc(N)ncc1Sc1ccccc1	·	-3.2	0.3	1.5	·	2.6	0.3	10.6

(cont.)
SMILES	RAD54 branch	DENV2 CPE rescue	Casp6 inh	CFTR F508del cor	E-selectin induc	RAD52 anneal inh	Xi reactivation	GSIS activator
Cc1ccccc1CSCC(=O)Nc1ccccc1F	5.6	-0.2	-0.3	1.0	0.0	-20.0	0.3	0.0
C[C@H](CO)N1C[C@H](C)[C@@H](CN(C)Cc2ccccn2)Oc2ncc(C#C[C@@H](C)O)cc2C1=O	0.4	3.4	0.5	1.3	0.2	-5.7	-1.1	22.1
CC[C@@H]1CCCCc2ccccc2[C@H](C(=O)C[C@@H](O)CC(C)=O)OC1=O	-0.4	-3.0	5.2	3.3	0.0	-9.2	-0.1	-7.0
C[C@H]1CN([C@@H](C)CO)C(=O)CCCn2nncc2CO[C@@H]1CN(C)C(=O)OCc1ccccc1	9.5	-11.1	-2.4	2.3	-0.1	-3.8	-0.5	4.2
Cc1cc2cc(CN(Cc3nnnn3C3CCCCC3)CC3CCCO3)c(=O)[nH]c2cc1C (centres undefined)	·	·	4.3	1.1	·	-85.7	·	5.6
Oc1ccccc1CNCc1ccccc1	·	-3.5	0.1	1.9	·	-9.1	0.0	10.4
Cn1c(=O)[nH]c(=O)c2[nH]c(CO)nc21	3.3	0.5	1.8	-1.1	-0.1	5.9	0.5	·
C[C@@H]1CCCCO[C@H](CN(C)C(=O)Nc2ccccc2)[C@H](C)CN([C@@H](C)CO)C(=O)c2cc(NS(C)(=O)=O)ccc2O1	0.6	1.8	0.8	0.5	-0.1	11.5	0.3	-7.9

In the list so far, these have a COOH group:
SMILES	RAD54 branch	DENV2 CPE rescue	Casp6 inh	CFTR F508del cor	E-selectin induc	RAD52 anneal inh	Xi reactivation	GSIS activator
Cc1cc(C)c(S(=O)(=O)Nc2cccc(/C=C/C(=O)O)c2)c(C)c1	2.9	·	·	·	18.8	·	0.0	3.6
O=C(O)CC(CNS(=O)(=O)c1cccc2nsnc12)c1ccccc1 (centres undefined)	-9.5	3.9	1.8	0.4	·	-4.5	0.1	-5.3
